From PubChem
KCNH2 WT inh: KCNH2 (human, wildtype) channel inhibition; actives 0.37% (n = 340,000); U2OS, BacMam KCNH2, thallium flux FluxOr; hits give low values; AID 720551; activity change, % at 1.84 µM;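 active = maximum activity change below -70%; inconclusive = maximum activity change between -70% and -50%; inactive = maximum activity change above -50%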; also: % is scaled to controls: 0 for no effect and ±100 for the full control effect
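U2OS cells were transduced with wild-type KCNH2 virus (2.03 x 10^8 / mL) for 4 h at room temperature, then cultured overnight at 37 C. Thallium flux was read with FluxOr dye. Rate constants were normalized to DMSO controls.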
A-T KAP1 phos: candidate therapy for ataxia-telangiectasia; […] A-T fibroblasts, KAP-1 phosphorylation AlphaLISA; neocarzinostatin DNA damage 30 min before lysis; Potency, µM (highest dose often 57.5 µM), for inactives: top-dose activation, usual class: activators; actives 0.19% (n = 320,000); AID 485349; also: potency is read from the fitted curve at half-maximal effect; % of control where 0% means no effect; nearly all actives have a fitted effect of over 45% in size
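ATM-like activity read as KAP-1 phosphorylation via AlphaLISA donor/acceptor antibody pairs after lysis and 6 hr at 25C. Cells were ATM-null patient fibroblasts ([…], hTERT), dosed 60 min, then exposed to the DSB inducer NCS for 30 min.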
Coupling enz: coupling enzyme interference in Giardia aldolase counter-screen; AID 2472; activity change, negative = inhibition, % at 58.2 µM, hits read low; coupling enzyme system counterscreen, AmpLite Red fluorescence; actives 0.67% (n = 290,000); in the data active = activity change below about -30%; also: % is scaled to controls: 0 for no effect and ±100 for the full control effect
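Fluorescence at 525 nm excitation and 598 nm emission measured inhibition of the coupled detection system without aldolase. Compounds (at 57.5 uM final) were preincubated 10 min at room temperature with coupling enzyme reagent before a 20 min substrate/AmpLite Red step.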
GALK inhibitor: blocks human galactokinase activity; actives 0.007% (n = 270,000); Purified GALK, Kinase-Glo residual ATP luminescence; Potency, µM (highest dose often 57.5 µM), for the others: top-dose activity change, negative = inhibition, hits mostly inhibitors; also: potency is read from the fitted curve at half-maximal effect; % is scaled to controls: 0 for no effect and ±100 for the full control effect
Target sequence (P51570 whole entry, looked up): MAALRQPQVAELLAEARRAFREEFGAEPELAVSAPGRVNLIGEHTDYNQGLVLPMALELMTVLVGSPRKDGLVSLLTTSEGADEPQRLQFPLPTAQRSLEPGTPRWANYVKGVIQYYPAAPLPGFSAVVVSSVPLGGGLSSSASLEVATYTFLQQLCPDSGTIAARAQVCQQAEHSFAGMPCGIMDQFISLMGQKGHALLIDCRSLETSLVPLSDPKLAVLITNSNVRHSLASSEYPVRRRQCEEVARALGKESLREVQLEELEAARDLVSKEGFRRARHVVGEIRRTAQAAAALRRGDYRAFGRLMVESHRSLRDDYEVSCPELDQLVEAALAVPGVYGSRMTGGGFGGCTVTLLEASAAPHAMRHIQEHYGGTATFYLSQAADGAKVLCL
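ATP-depletion format; final 35 uM ATP, 100 uM D-galactose, 5 nM enzyme; pH 8.0 HEPES/Mg2+ buffer; 60 min RT; luminescence read 10 min after detection reagent.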
MLL CXXC-DNA inh: MLL CXXC-DNA interaction inhibition. Q03164. Potency, µM (series often up to 115 µM), for the others: top-dose activity change, negative = inhibition, usual class: inhibitors. MLL-CXXC / FITC-HOXA9 DNA fluorescence polarization. AID 2662. actives 0.037% (n = 290,000); active = well fitted inhibition curve with a large enough effect in the polarisation, with a control signal flat, not every such curve was filed as active; inconclusive = small, poorly fitted or top-dose-only effect, or effect the other way, or a change in a side signal; inactive = no such curve, though single readings can be large or run the other way; the % refers to the polarisation; also: potency is read from the fitted curve at half-maximal effect
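Fluorescence polarization: 7 uM MLL-CXXC (stock) preincubated 5 min with compounds, then 50 nM fluorescein-HOX-A9 DNA (stock) added; 30 min ambient. Buffer 50 mM Tris-HCl pH 7.5, 50 mM NaCl, 1 mM DTT, 0.05% BSA.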
TCR act: activates T cell receptor signaling. primary human leukocytes, anti-CD3, IL-2 HTRF, 48 h. Potency, µM (titrated, usually from 9.22 µM), for inactives: at the top dose activation of IL-2 secretion, actives largely listed as activators. 330,000 tested, under 10 active. AID 504894; also: % of control where 0% means no effect
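Readout: HTRF IL-2, Eu-cryptate/d2 antibody pair, 320nm excitation, 665nm emission. Stimulus: a-CD3 beads, no co-stimulation. Cells: primary human leukocytes. Exposure: 48 hr with compound.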
TSHR antag: blocks TSH signaling through the human TSH receptor; TSHR-expressing cells, TSH-stimulated cAMP HTRF, 2 h; hits give low values; P16473; activity change, negative = inhibition, % at 11.5 µM; actives 0.2% (n = 330,000); AID 504810;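 active = activity change below a set negative limit, meaning inhibition stronger than a set level, cut at about -70% in these data; inconclusive = activity change between two set negative limits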; also: % is scaled to controls: 0 for no effect and ±100 for the full control effect
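Antagonism was scored as loss of TSH-driven cAMP in TSHR cells, stimulated with 4nM TSH (EC80) for 2 hours at 37 deg C and detected by homogeneous HTRF competition immunoassay.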
Giardia kill: Giardia lamblia killing. Giardia lamblia trophozoite viability. activity change, % at 7.66 µM, hits read low. actives 0.15% (n = 340,000). AID 540267; in the data active = activity change below about -80%; inconclusive = between about -30% and that limit;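 also: parasites exposed to compound for two days anaerobically before the ATP read; % is scaled to controls: 0 for no effect and ±100 for the full control effect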
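Compounds were tested on trophozoites seeded at 100 cells/well and held 48 hrs at 37 deg C anaerobically. An ATP-based luminescent kit measured the remaining live cells.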
BCR signal inh: chronic active BCR signaling inhibition. AID 493014. Potency, µM (titrated, usually from 46.1 µM), without a hit: at the top dose ratio change, negative = lower green/red ratio, actives largely listed as inhibitors. ABC-DLBCL IkBa-CBG/CBR reporter, luminescence ratio, 4 h. actives 0.05% (n = 340,000); active = well fitted inhibition curve with a large enough effect in the signal ratio, with a control signal flat, not every such curve was filed as active; inconclusive = small, poorly fitted or top-dose-only effect, or effect the other way, or a change in a side signal; the % refers to the signal ratio;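 also: potency is read from the fitted curve at half-maximal effect; plate controls were basal doxycycline-induced cells for no effect and cells given 10 µM MG132 for full effect; MG132 reads +100%, hits lower the ratio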
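Cell line TMD8 (human ABC DLBCL), stably expressing tet-inducible CBG68-IkBa fusion and CBR; IMDM/0.5% FBS; cpd up to 46 uM; dox induction, 4 h, 37C/5% CO2; dual luminescence; green/red ratio; MG132 control.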
Tb PFK block: blocks T. brucei phosphofructokinase; O15648; T. brucei PFK, ADP-Glo luminescence; Potency, µM (highest dose often 57.5 µM), for the others: at the highest dose activity, negative = inhibition, actives largely listed as inhibitors; actives 0.17% (n = 330,000);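 also: potency is read from the fitted curve at half-maximal effect; 0% = uninhibited 1x PFK enzyme wells and -100% = no-enzyme wells; nearly all actives have a fitted effect of over 60% in size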
Target sequence (O15648 whole entry, looked up): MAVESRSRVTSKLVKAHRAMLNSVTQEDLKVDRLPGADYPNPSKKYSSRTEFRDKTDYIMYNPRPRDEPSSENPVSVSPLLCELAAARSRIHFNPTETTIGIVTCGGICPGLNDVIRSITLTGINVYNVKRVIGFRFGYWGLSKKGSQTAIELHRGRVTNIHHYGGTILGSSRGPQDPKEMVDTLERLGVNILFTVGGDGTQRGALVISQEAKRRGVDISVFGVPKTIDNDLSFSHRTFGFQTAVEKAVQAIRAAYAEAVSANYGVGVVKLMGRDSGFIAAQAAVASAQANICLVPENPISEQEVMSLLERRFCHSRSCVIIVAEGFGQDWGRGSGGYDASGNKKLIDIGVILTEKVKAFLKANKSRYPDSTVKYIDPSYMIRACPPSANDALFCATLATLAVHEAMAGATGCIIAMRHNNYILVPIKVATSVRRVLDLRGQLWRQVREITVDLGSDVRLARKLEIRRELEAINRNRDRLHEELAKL
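PFK 1.25 nM, F6P 0.5 mM, ATP 0.1 mM, 0.1 M TEA pH 8.0, 5 mM MgCl2, 0.01% Tween20, 0.1% BSA; 45 min RT. ADP-Glo readout. qHTS titration up to 57 uM; curves fitted, compounds curve-classed.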
* = called active by the depositor; ? = inconclusive; . = no result given; [ ] = another dose, or the depositor's remark. Unless noted, calls follow the shape of the dose curve; as a rule, active = well fitted curve in the direction sought with a large enough effect; inconclusive = small, poorly fitted or top-dose-only effect, or another doubt; inactive = no such curve, though single readings can be large; an effect the other way counts as inactive or inconclusive.

Compound	KCNH2 WT inh	A-T KAP1 phos	Coupling enz	GALK inhibitor	MLL CXXC-DNA inh	TCR act	TSHR antag	Giardia kill	BCR signal inh	Tb PFK block
Cn1c(-c2ccccc2)cc2c3no[n+]([O-])c3ccc21	-8	-11%	1	3%	0%	-1%	-15	-24	?	-4%
COc1ccc(C(=O)Nc2ccnn2C2CCN(C3CCC3)CC2)cc1	2	7%	.	-7%	44%[activator]	-8%	30	-27	2%	1%
Cc1ccc(S(=O)(=O)NC(=O)Nc2nccs2)cc1	2	-13%	4	1%	-10%	7%	7	6	0%	-3%
Cc1nc(N2CCOCC2)nc(OCCN(C)C)c1[N+](=O)[O-]	15	-13%	-5	-4%	-5%	2%[46.1 µM]	-2	-12	0%	-1%
O=C(NCCO)C1CCN(C(=O)c2ccc(-c3ccccc3)cc2)CC1	-6	-4%[11.5 µM]	2	0%	-2%	.	-1	1	-5%	-1%
Cc1cc(NC(=O)c2ocnc2C)no1	23	-3%	2	0%	-3%	-5%	17	9	0%	3%
CSc1cccc(NC(=S)N(C(C)C)C(C)c2ccccn2)c1 (stereo not drawn)	-7	1%	2	0%	1%	1%	-4	-17	?	-3%
O=C(O)/C=C/C(=O)N1CCN(c2ccc(F)cc2)CC1	0	-2%	-8	-1%	-25%	2%	-4	2	8%	-9%
COc1ccc(CCCC(=O)N/N=C/c2ccc(C)cc2)cc1	.	5%	-5	10%	-2%	6%	-1	-14	-20%	-2%
O=C(CSc1nccc(=O)[nH]1)c1ccco1	-8	1%	1	13%	1%	1%	5	-19	-3%	4%
O=C(COc1ccc(Cl)cc1)Nc1cccc(S(=O)(=O)NC2=NCCCCC2)c1	15	-1%	.	.	.	11%	3	-1	-23%	3µM*
CCN(CC)Cc1c(C(=O)N/N=C/c2cccs2)nnn1-c1nonc1N	2	4%	2	0%	-2%	1%	1	-8	17%	-7%
CCCc1cc(=O)oc2cc(C)cc(OCC(=O)NC3CC3)c12	4	-5%	2	-1%	-9%	0%	-9	-2	-3%	0%
Cc1ccc(N/C(=C\C(=O)c2ccccc2)C(=O)O)cc1	-9	7%	-1	3%	16%	-1%	-4	-5	?	0%
CCc1c(C)nc2ncnn2c1N1CCN(S(=O)(=O)c2ccc(OC)cc2)CC1	15	2%	5	-1%	4%	-12%	-18	8	5%	-1%
COc1ccc(C(=O)NNC(=S)NC(=O)c2ccc(OC)cc2)cc1	-20	-3%	11	2%	5%	-3%	-6	-6	?	1%
Cc1ccc(OCCC(=O)OCC(=O)Nc2ccc(C)cc2Cl)cc1	-7	5%	.	.	.	-7%	33	12	0%	3%
Cc1cc2nc(NC3=NCN(CCN4CCOCC4)CN3)nc(C)c2cc1C	.	-2%	3	3%	16%	.	12	.	-2%	2%
COc1ccc(C)cc1S(=O)(=O)N(CC(=O)Nc1cccc([N+](=O)[O-])c1)c1cc(C)cc(C)c1	8	-3%	-7	0%	10%	0%	-2	5	2%	-1%
O=P(COCCCCCOCP(=O)(c1ccccc1)c1ccccc1)(c1ccccc1)c1ccccc1	20	5%	3	-2%	2%	4%	-8	-2	?	-2%
CCN1CCN(C(=O)CCCn2c(C)c3cnn(-c4ccccc4)c(=O)c3c2C)CC1	2	1%	0	4%	2%	-5%	2	-20	11%	-2%
O=C(COc1ccccc1-c1ccccc1)NCc1cccc(Cl)c1	-9	1%	0	-2%	8%	-6%[46.1 µM]	5	-22	7%	-1%
CC1CCCCC12NC(=O)N(CC(=O)Nc1ccccc1-c1ccccc1)C2=O (stereo not drawn)	-7	9%	0	3%	1%	1%	11	-27	-6%	-7%
COc1cccc(CN(C(=O)c2ccco2)C2CCS(=O)(=O)C2)c1 (stereo not drawn)	-1	5%	.	-1%	23%	-12%	21	5	?	-3%
COc1ccccc1Sc1nc(-c2ccccn2)ncc1OC	17	0%	-7	-6%	0%	-2%	4	-24	?	9%
CC(C)C(NC(=O)c1ccc(C(C)(C)C)cc1)C(=O)N1CCC(C(N)=O)CC1 (stereo not drawn)	-6	-1%	.	.	.	6%	-3	11	8%	0%
Cn1c(SCC(=O)c2ccccc2)ncc(C(=O)Nc2ccccc2)c1=O	9	4%	.	.	.	8%	-12	5	-1%	-12%
O=C(NC1CCN(C(=O)NCc2ccccc2)CC1)c1ccco1	0	19%	2	14%	-1%	-6%	-5	-7	0%	1%
NC(=O)c1cc2ccc(O)cc2oc1=NCc1ccccc1	-22	5%	1	-1%	?	0%[46.1 µM]	-14	-9	?	3%
CCCCNc1c(-c2ccc(-c3cccc(Cl)c3)cc2)nc2ccccn12	-46	?	.	.	.	-4%	-16	-14	7%	-15%
CC(C)(C)NC(=O)CN(C(=O)CS(=O)CC(=O)Nc1ccc(F)cc1)c1ccc(Cl)cc1 (stereo not drawn)	-2	0%	0	1%	0%	0%	-5	2	-9%	-10%
CSc1ncc(C(=O)Nc2ccc(Cl)cc2)c(C)n1	-3	3%	1	.	16%	-3%	-10	6	?	-4%
N#Cc1c(NCc2ccccc2)ccnc1NCc1cccnc1	-9	4%	4	0%	13%	11%	-15	14	?	2%
CC1CCN(C(=O)CSc2nnc3ccccn23)CC1	-4	5%	.	.	.	-3%	-18	-12	2%	0%
O=C1C(=O)N(c2ccccn2)C(c2cccc(F)c2)/C1=C(/O)c1ccccc1 (stereo not drawn)	3	-12%	-1	-2%	-16%	-8%	8	19	1%	0%
COc1ccc(CCNC(=O)CSc2nc(O)c(CCC(C)C)c(=O)[nH]2)cc1OC	-8	.	3	2%	7%	-1%[46.1 µM]	-9	6	-1%	-2%
O=C(N1CCCC1)C12CCC3CC(CC(C3)C1)C2	5	-2%	2	0%	17%	2%	-7	-10	-3%	-3%
C=CCNC(=S)NCCCCC1NC(=S)N(CC=C)C1=O (stereo not drawn)	1	3%	3	0%	0%	-1%[46.1 µM]	0	-8	-7%	0%
CC(Sc1nnnn1C)C(=O)Nc1cc(S(=O)(=O)N2CCCCC2)ccc1Cl (stereo not drawn)	38	5%	.	.	.	2%	-1	11	-1%	0%
CC(C)c1cc(C(=O)O)c2ccccc2n1	-10	-2%	-2	0%	2%	4%	3	19	1%	1%
CCc1ccc(OCC(=O)OC2CCS(=O)(=O)C2)cc1 (stereo not drawn)	1	4%	-1	-1%	3%	-10%	14	4	10%	-13%
CCc1ccc(CN2CCC(n3nccc3NC(=O)c3ccccc3Cl)CC2)cc1	-97*	-1%	.	-5%	14%	0%	12	2	0%	-1%
Cc1c(Cl)c([N+](=O)[O-])nn1CCCC(=O)O	2	?	9	2%	16%	2%	-26	-11	1%	6%
O=C(NCCc1csc(-c2ccccc2)n1)c1ccc(Br)o1	0	16%	7	1%	2%	3%	-1	-9	1%	0%
O=C(Nc1cccc(C(=O)N2CCOCC2)c1)c1ccc([N+](=O)[O-])cc1	0	10%	.	-2%	13%	6%	0	-2	3%	3%
O=C(CCc1ccccc1)Nc1ccc(Cl)cn1	-10	7%	-2	-1%	-7%	5%	28	12	?	-3%
O=S(=O)(c1ccccc1)c1nnn2c1nc(NC1CCN(Cc3ccccc3)CC1)c1cc(Cl)ccc12	-1	-4%	3	9%	47%[activator]	-1%	-6	-4	8%	1%
Clc1ccc(C2=Nn3c(nnc3-c3n[nH]c4c3CCC4)SC2)cc1	9	13%	3	1%	-12%	1%	-7	5	?	1%
COC(=O)C1=CO[C@@H](O[C@@H]2O[C@H](CO)[C@@H](O)[C@H](O)[C@H]2O)C2C1CC(O)O[C@H]2C (stereo partly drawn)	-13	-3%	.	.	.	-1%	9	3	0%	0%
